Screening data (PubChem)
MsrA inhibitor: bovine MsrA enzyme inhibitors, primary screen, biochemical, absorbance, HTS; actives 0.75% (n = 360,000); AID 651718, 2012; Methionine sulfoxide reductase A (Bos taurus); inhibition, % at 15.5 µM; purified bovine MsrA, absorbance read-out; in the data active = inhibition above about 4.5%;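 note: 0% = vehicle wells with enzyme and 100% = reference inhibitor wells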
Tb MetRS inh: T. brucei MetRS inhibitors, primary screen, biochemical, luminescence | methionyl-tRNA synthetase (Trypanosoma brucei brucei) | purified T. brucei MetRS, ATP depletion, Kinase-Glo luminescence | inhibition, % at 11.9 µM | actives 0.4% (n = 360,000) | AID 624268, 2012;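 active = inhibition above a per-plate cutoff of the control wells' mean inhibition plus 3 SD, cut at about 5.5% in these data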;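 note: 0% = DMSO wells median and 100% = median of wells with control inhibitor compound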
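Test system – parasite MetRS enzyme · Reagent – substrates ATP, L-methionine and bulk Escherichia coli tRNA · Doses – 11.9 µM compound single dose, 0.9% DMSO · Times – 15 min enzyme-compound preincubation, 2 h reaction, 10 min detection, 25 °C · Signal – Kinase-Glo luminescence, ATP depletion format · Controls – DMSO-only wells as low control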
Scp-1 inhibitor: Scp-1 phosphatase inhibitors, primary screen, biochemical, colorimetric, uHTS; Recombinant Scp1, phosphopeptide, malachite green phosphate absorbance; Carboxy-terminal domain RNA polymerase II polypeptide A small phosphatase 1 (Homo …; inhibition, % at 20 µM; actives 0.88% (n = 340,000);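 active = inhibition above about 50% at 20 µM, limit read from the data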;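 note: plate controls were DMSO wells with enzyme for no effect and wells lacking enzyme for full effect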
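Material – SCP-1 phosphatase catalytic domain, residues 76-261 · Buffer or medium – Acidic Tris acetate buffer with magnesium and detergent · Also added – Phospho 17-mer peptide substrate · Compound – single 20 µM dose, 1% DMSO · Times – 45 min room-temperature reaction, 5 min colour, 30 min stabiliser · Technique – Phosphate-binding colour reagent, absorbance read at 630 nm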
NadD inh: inhibitors of S. aureus NadD, primary screen, biochemical, colorimetric, uHTS | Nicotinate-nucleotide adenylyltransferase NadD (Staphylococcus aureus N315) | purified NadD enzyme, colorimetric absorbance read-out | inhibition, % at 20 µM | actives 0.78% (n = 360,000); in the data active = inhibition above about 26%; note: some compounds past the cut are filed as inactive
CSN deneddyl inh: inhibitors of CSN-mediated cullin deneddylation, primary screen, biochemical, fluorescence polarization, uHTS; COP9 signalosome complex subunit 5 (Homo sapiens), Q92905; Purified CSN, SCF-Nedd8-OG deneddylation; inhibition, % at 12.5 µM; actives 0.38% (n = 360,000);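 active = pattern-corrected inhibition above about 35%, with an unprinted fluorescence ratio check between 0.5 and 1.5, limit read from the data, passing the limit was not always enough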;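 note: 0% = enzyme with substrate and 100% = substrate without enzyme; some results filed as inactive read as strong as hits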
Target sequence (Q92905 whole entry, looked up, one chain of several): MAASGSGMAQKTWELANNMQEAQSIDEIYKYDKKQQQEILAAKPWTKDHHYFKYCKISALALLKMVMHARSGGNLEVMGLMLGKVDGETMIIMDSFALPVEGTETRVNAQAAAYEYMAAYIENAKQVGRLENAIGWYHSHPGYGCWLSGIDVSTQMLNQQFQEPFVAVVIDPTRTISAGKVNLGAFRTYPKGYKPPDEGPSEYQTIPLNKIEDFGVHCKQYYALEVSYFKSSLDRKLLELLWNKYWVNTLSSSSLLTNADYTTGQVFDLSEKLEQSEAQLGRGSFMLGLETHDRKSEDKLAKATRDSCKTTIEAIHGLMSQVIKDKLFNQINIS
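Assay system: purified human Csn5 enzyme expressed in HEK293T cells; measure: % inhibition; also added: SCFSkp2-Nedd8OG substrate at 10 nM final; technique: fluorescence polarization; times: reaction 90 min, room temperature; medium: Tris buffer pH 7.5, NaCl, DTT, Tween-20, trehalose, ovalbumin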
Rpn11 block: Rpn11 (PSMD14) deubiquitinase inhibitors, primary screen, biochemical, fluorescence polarization, uHTS | 26S proteasome non-ATPase regulatory subunit 14 (Homo sapiens), O00487 | calls only at 20 µM | human 26S proteasome, Ub4-pepOG fluorescence polarization; 20S core pre-blocked with epoxomicin | actives 0.59% (n = 360,000);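 active = inhibition at 20 µM, scaled to each plate's controls, above about 33%, limit read from the data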
Target sequence (O00487 whole entry, looked up): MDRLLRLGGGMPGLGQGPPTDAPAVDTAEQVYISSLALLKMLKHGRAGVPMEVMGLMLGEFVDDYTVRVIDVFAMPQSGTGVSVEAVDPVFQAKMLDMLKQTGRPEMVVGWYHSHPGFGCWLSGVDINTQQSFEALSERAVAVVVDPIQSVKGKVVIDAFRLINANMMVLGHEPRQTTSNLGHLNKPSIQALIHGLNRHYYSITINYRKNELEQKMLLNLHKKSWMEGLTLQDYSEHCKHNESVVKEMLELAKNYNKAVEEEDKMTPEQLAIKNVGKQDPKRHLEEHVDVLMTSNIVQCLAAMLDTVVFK
LMPTP inh: LMPTP phosphatase inhibitors, primary screen, biochemical, fluorescence intensity, uHTS; Low molecular weight phosphotyrosine protein phosphatase (Homo sapiens), P24666; actives 0.22% (n = 360,000); inhibition, % at 20 µM; recombinant LMPTP-A, OMFP fluorogenic substrate; AID 651560, 2012;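 active = compounds that cut the enzyme signal by at least half of the control window in the single-dose screen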;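 note: plate controls were DMSO wells with enzyme plus substrate for no effect and substrate without enzyme for full effect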
Target sequence (P24666 whole entry, looked up): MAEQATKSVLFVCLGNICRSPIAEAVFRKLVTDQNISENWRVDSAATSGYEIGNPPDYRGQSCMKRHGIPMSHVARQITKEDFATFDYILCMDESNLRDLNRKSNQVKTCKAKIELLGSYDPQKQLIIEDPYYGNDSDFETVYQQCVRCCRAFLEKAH
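Test system: LMPTP-A, protein tyrosine phosphatase of low molecular weight; Input: 0.625 nM enzyme; Incubation: 50 min dark incubation at room temperature; Signal: endpoint fluorescence intensity from OMFP dephosphorylation; Read-out basis: % inhibition versus control wells.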
SUMO1 PPI mod: modulators of SUMO1 protein-protein interactions, primary screen, biochemical, uHTS; Small ubiquitin-related modifier 1 (Homo sapiens), P63165; SUMO1 binding to a labelled peptide, TR-FRET, 1 h; inhibition, % at 20 µM; actives 0.33% (n = 360,000); AID 602429, 2012; in the data active = inhibition above about 37%
Target sequence (P63165 whole entry, looked up): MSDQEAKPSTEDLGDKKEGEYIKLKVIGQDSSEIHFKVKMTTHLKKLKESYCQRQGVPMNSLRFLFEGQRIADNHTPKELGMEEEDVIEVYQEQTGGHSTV
DNMT1 block: human DNMT1 methyltransferase inhibitors, primary screen, biochemical, molecular beacon, fluorescence, HinP1I cleavage, uHTS. inhibition (reported as % activation of signal), % at 10 µM. DNA (cytosine-5)-methyltransferase 1 (Homo sapiens), P26358. AID 588458, 2011. actives 0.83% (n = 360,000); in the data active = inhibition above about 50%
STEP inh: STEP phosphatase inhibitors, primary screen, biochemical, fluorescence intensity, uHTS. Tyrosine-protein phosphatase non-receptor type 5 (Homo sapiens), P54829. recombinant STEP, OMFP fluorogenic substrate. inhibition, % at 20 µM. actives 0.25% (n = 360,000). AID 588621, 2011;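 active = inhibition at 20 µM, scaled per plate between control wells, above about 37%, limit read from the data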;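 note: 0% = DMSO with enzyme and substrate and 100% = substrate only without enzyme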
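Measure: Control-normalized % inhibition with plate pattern correction | Test system: STEP phosphatase, cell-free reaction | Medium: pH 6.0 Bis-Tris with DTT and Tween 20 | Technique: Fluorescence, 480/540 nm | Times: Reaction 20 min, ambient temperature | Doses: Single compound dose of 20 µM, 1% DMSO final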
Active calls of the source: *; i = inactive; nt = no result given.

smiles,MsrA inhibitor,Tb MetRS inh,Scp-1 inhibitor,NadD inh,CSN deneddyl inh,Rpn11 block,LMPTP inh,SUMO1 PPI mod,DNMT1 block,STEP inh
Cc1ccc(OCCCCN(C)Cc2ccccc2)c(Br)c1,-0.5,-0.4,-3,-2,-12,i,0.0,1,4,-1
O=C(NCCCc1ccccc1)Nc1ccccc1,0.4,0.3,-37,-2,3,i,-1.3,-4,2,-2
FC(F)Sc1ccc(NC2=NCCCCC2)cc1,-0.8,0.3,-10,-3,-2,i,-1.1,1,0,-2
CCOC(=O)C1CCCN(c2c(NCCCN(C)c3ccccc3)c(=O)c2=O)C1 (stereo not drawn),-0.3,-0.8,-12,1,5,i,-0.7,-1,1,1
COCc1nnc(NC(=O)CSc2ccccc2)s1,-1.2,0.1,-7,-2,-2,i,0.0,2,1,-1
COc1ccc(C(=O)N/C(=C\c2cn(S(=O)(=O)N(C)C)c3ccccc23)C(=O)NCCN2CCOCC2)cc1,4.6*,-0.2,-1,-7,-3,i,1.1,-4,0,-2
Cn1c(N)c(C(=O)COC(=O)Cc2ccc(Cl)cc2)c(=O)n(C)c1=O,1.5,0.1,-10,-2,0,i,-1.4,5,0,2
CCOC(=O)N1CC(C)N(C(=S)Nc2ccccc2)CC1C (stereo not drawn),-0.3,-0.2,-10,0,1,i,-2.1,3,3,-2
CCOC(=O)c1cc2c(c(-c3ccccc3)n1)[C@H](CCO)N(S(=O)(=O)C(C)(C)C)C2,0.8,-0.9,-14,3,5,i,-0.4,6,1,-3
NS(=O)(=O)c1cccc(NC(=O)CCC(=O)c2cccs2)c1,-2.0,-1.0,-10,-8,0,i,0.1,3,0,2
Cc1cc(C)nc(SCC(=O)Nc2nccs2)n1,-0.1,-1.0,-10,2,-5,i,0.2,7,-1,1
Cc1ccc2nc(SCC(=O)Nc3ccc4c(c3)CCC4)[nH]c2c1,0.4,0.7,0,1,-2,i,2.1,1,3,0
O=C(NCCc1ccccc1)C1CCC(CNS(=O)(=O)c2cccs2)CC1 (stereo not drawn),-0.1,-1.1,-1,2,6,i,-0.9,1,-2,0
Cc1nc2ccccn2c1/C(O)=C1\C(=O)C(=O)N(CCN2CCOCC2)C1c1cccnc1 (stereo not drawn),1.9,-0.1,-2,4,-1,i,-2.4,-3,-1,1
CC1(C)NC(=O)N(CC(=O)N2CCC(Cc3ccccc3)CC2)C1=O,-0.5,-0.1,-5,-1,2,i,-1.1,-2,0,2

The last two records of the part above come first, to join the parts:
smiles,MsrA inhibitor,Tb MetRS inh,Scp-1 inhibitor,NadD inh,CSN deneddyl inh,Rpn11 block,LMPTP inh,SUMO1 PPI mod,DNMT1 block,STEP inh
Cc1nc2ccccn2c1/C(O)=C1\C(=O)C(=O)N(CCN2CCOCC2)C1c1cccnc1 (stereo not drawn),1.9,-0.1,-2,4,-1,i,-2.4,-3,-1,1
CC1(C)NC(=O)N(CC(=O)N2CCC(Cc3ccccc3)CC2)C1=O,-0.5,-0.1,-5,-1,2,i,-1.1,-2,0,2
O=C(CSc1nnc(CNC(=O)c2c(F)cccc2Cl)o1)NC1CCCC1,0.6,-0.1,-8,-1,-2,i,-1.7,1,0,-3
O=C(Cn1c2ccccc2c2nc3n(c(=O)c21)CCS3)N1CCCC1,nt,-0.5,-4,-1,-2,i,1.1,-11,-2,1
Cc1ccc(-n2c(C)cc(C(=O)CSc3n[nH]c(N)n3)c2C)cc1,-1.3,0.4,-8,1,7,i,-0.5,3,-3,1
Cc1ccc(SCCC(=O)N2CCC(C(N)=O)CC2)cc1,-0.8,-1.1,-16,-2,0,i,-0.2,-3,1,-1
Cc1cc(C)c(CN2CCN(C(=O)Cn3cnc4c(OCc5ccccc5)ncnc43)CC2)c(C)c1,0.5,0.8,4,-1,5,i,1.1,-1,-9,-1
N#Cc1cccc(NC(=O)CN2NS(=O)(=O)c3ccccc3C2=O)c1,0.5,-0.1,5,-4,0,i,-0.5,2,2,-4
Cn1ncc2c(N3CCN(c4ccc(Cl)c(Cl)c4)CC3)ncnc21,1.4,0.0,2,-5,3,i,2.6,-1,3,2
COc1cccc(C(=O)N2[C@H](COCc3ccccc3)C=CS2(=O)=O)c1,-0.5,0.3,nt,-5,3,i,-1.4,2,-4,0
CC(C)[C@H](NC(=O)c1ccco1)C(=O)OCC(=O)Nc1ccc(F)cc1,-0.2,-0.1,-1,-8,10,i,-0.6,1,2,1
CCCCN1CC[C@H]2C=CC[C@@H](C(=O)Nc3nccs3)[C@H]2C1=O,-0.3,0.6,0,0,4,i,0.7,-4,10,0
CCOC(=O)C1(C)C=C(Nc2ccc(OCC)cc2)C(=O)N1c1ccccc1 (stereo not drawn),0.2,-0.9,-6,0,3,i,2.0,3,-4,2
N#CC1(NC(=O)CSc2nnc(Nc3ccccc3F)s2)CCCC1,-0.3,-0.2,-2,4,-1,i,-1.7,7,0,-1
N#CC(c1ccccc1)c1ccc(C(=O)c2ccc(F)cc2)cc1 (stereo not drawn),0.1,-0.6,-6,4,-3,i,2.3,-1,4,3
CC(Oc1cccc(F)c1)C(=O)Nc1ccc(N2CCOCC2)cc1 (stereo not drawn),-0.4,-0.1,-8,-6,-2,i,-1.2,0,-1,3
Cc1cc2ccccc2n1CCNC(=O)c1ccc(S(=O)(=O)N2CCOCC2)cc1,0.6,0.0,-10,5,-5,i,11,-5,7,0
CCc1ccc(NC(=O)CSc2nnc(SCC(=O)Nc3ccc(CC)cc3)n2N)cc1,-0.1,-0.8,-10,4,-2,i,-4.3,-1,14,-12
CC(C)n1c(SCC(=O)N2c3ccccc3Sc3ccccc32)nc2c1c(=O)n(C)c(=O)n2C,-0.7,0.3,-7,-1,-1,i,0.8,0,1,2
COc1ccc(C/C(C)=N/Nc2nc(C)cc(=O)[nH]2)cc1,-1.1,-0.3,-20,-7,-6,i,-1.0,-3,-3,1
Cc1csc(NC(=O)c2cccc(S(=O)(=O)N3CCCCC3)c2)n1,0.3,-1.7,0,2,-1,i,-0.3,4,-3,-1
Cc1nn(-c2ccccc2)c(C)c1NC(=O)COC(=O)c1ccc(O)cc1O,0.3,-0.1,0,-1,4,i,-0.7,0,3,0
C=CCNC(=O)c1cc(Cl)ccc1Cl,-0.9,-0.5,-3,9,0,i,-1.8,11,-1,-4
CCOC(=O)c1cnc(-c2ccccc2)nc1N1CC(C)OC(C)C1 (stereo not drawn),1.0,-0.7,0,-4,13,i,0.8,-2,7,-1
CCCCC[C@H](C)N1C[C@H](COCc2ccccc2)Oc2cc(N3CCC[C@@H]3COC)ccc2S1(=O)=O,-1.3,-0.5,nt,-4,-2,nt,3.4,5,nt,nt
COc1cccc2cc(-c3nnc(SCC(=O)Nc4ccc(NC(C)=O)cc4)n3C)oc12,-0.7,-0.8,-4,1,6,i,-0.2,0,2,2
CCOc1ccccc1N1CCN(C(=O)c2ccccc2OCc2c(C)noc2C)CC1,-0.1,0.3,0,3,2,i,-9.0,-11,-4,1
CC(=O)NCCC(=O)Nc1cc(S(=O)(=O)N2CCCCC2)ccc1N1CCN(C)CC1,0.7,-0.6,-4,-9,3,i,-0.7,-4,0,6
CSc1ccc(C(O)c2ncc(-c3ccc(F)cc3)[nH]2)cc1 (stereo not drawn),-1.9,-0.2,nt,-1,-1,i,0.6,0,-9,3
CSc1ccc(Cc2ccc(Cl)cc2Cl)nn1,0.4,1.4,-2,2,0,i,0.8,-3,1,0
COc1ccccc1Cn1c(=S)[nH]c2cc(C(=O)NCC(OC)OC)ccc2c1=O,-1.2,-0.3,-19,-2,-2,i,0.7,6,-1,-1
C=CCNC(=S)NNC(=O)CCC(O)COCCC(C)C (stereo not drawn),-1.5,-0.1,-6,1,3,i,-0.5,3,-2,3
CCCCN1CCC(=O)C(C(=O)OCC)=C1C(=O)OCC,2.0,0.1,-11,-3,-3,i,-2.0,2,4,1
COC(=O)c1ccccc1OCCOc1ccccc1C(=O)OC,2.9,-1.3,8,-5,0,i,-2.3,-3,1,-2
NC(=O)c1cc(NC(=O)CCCc2nc3ccccc3s2)cc(C(N)=O)c1,-0.2,-0.5,-2,0,4,i,-2.5,1,8,0
